From PubChem
Arr AP2 block – human beta-arrestin and AP2 interaction inhibition; FITC-arrestin peptide / GST-AP2 beads, flow cytometry; AP2 beta2 appendage carries R879A mutation; inhibition, % at 10 µM; 340,000 compounds, 0.31% hits; AID 504490;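 active = inhibition above a set limit, near 3 SD of compounds lacking own fluorescence, cut at about 54% in these data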;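 note: plate controls were DMSO wells for no effect and 5 µM unlabelled arrestin peptide for full effect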
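Test system: GST-tagged AP2 beta2-adaptin appendage (R879A) on 4 µm glutathione beads; also added: fluorescein-tagged arrestin peptide at 50 nM final; timing: 12 min plus 1 h, RT; signal: flow cytometry, FL1 (488/535 nm); read-out: percent drop in bead-associated FITC signal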
LANA DNA inh – blocks KSHV LANA C-terminal domain binding to DNA | MBP-C-LANA/FAM-LBS DNA binding, fluorescence polarization | 340,000 compounds, 0.078% hits | inhibition, % at 9 µM | AID 504423;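 active = highest replicate inhibition at or above 60% at 9 µM, even if other replicates fall short; inactive = all replicates below 60% inhibition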;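 note: 0% = neutral control wells and 100% = 4 µM acridine orange control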
RTF Ca sens act – cardiac RTF calcium sensitization; activation, % at 7.2 µM; IANBD-labeled TnC RTF fluorescence at EC20 calcium; 0% EC20 calcium, 100% full calcium; 340,000 compounds, 0.24% hits; AID 493008; P19429+P45379;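 active = activation above the mean over all tested compounds plus 3 SD, cut at about 30% in these data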;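 note: rise in fluorescence read as greater calcium sensitivity of cardiac thin filaments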
Keap1-Nrf2 PPI – Keap1-Nrf2 (human) interaction inhibition; Keap1 Kelch-Nrf2 peptide fluorescence polarization, 1536-well; 340,000 compounds, 0.15% hits; inhibition, % at 9.4 µM; Q14145; AID 504523; in the data active = inhibition above about 12%;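 note: human Keap1 Kelch domain with fluorescein labeled Nrf2 9mer peptide probe; 0% = neutral control wells and 100% = peptide positive control; higher means more block of Keap1 binding to Nrf2 peptide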
MOR-DOR inv ag – inverse agonist of human OPRM1-OPRD1 heterodimerization; P35372+P41143; cell-based MOR-DOR heterodimer luminescence, inverse agonism; inhibition, % at 9.3 µM; 340,000 compounds, 0.21% hits; AID 504357; in the data active = inhibition above about 22%, passing the limit was not always enough;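 note: 0% = cells with DMSO and 100% = wells without cells with DMSO; values of inactives mirror those of a sister screen read the other way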
V-ATPase pH – alters yeast V-ATPase proton transport; response, % at 10 µM; 350,000 compounds, 0.37% hits; S. cerevisiae, pHLuorin cytosolic pH fluorescence; in the data active = response mostly above about 7.3%, no sharp cut-off; inactive = mostly below about 5.4%; note: actives read high; inactives centre near 0; some compounds called inactive have numbers as strong as hits; reference of the scale not given here
Cardiac RTF inh – cardiac RTF calcium desensitization; AID 493244; inhibition, % at 7.15 µM; 340,000 compounds, 0.12% hits; IANBD-labeled cardiac RTF, Ca2+ fluorescence;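 active = inhibition above the mean inhibition of all tested compounds plus 3 SD, cut at about 17% in these data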;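 note: assay run at fixed EC70 calcium of 1.6 mM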
DSG3 Ab inh – inhibitors of pemphigus antibody binding to human desmoglein-3; AID 588358; P32926; 310,000 compounds, 0.48% hits; DSG3-coupled beads, scFv-anti-DSG3-GFP binding, flow cytometry; stronger effect = lower value; binding (percent of control), % at 10 µM;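 active = binding more than 3 SD below its plate's average and above zero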; note: some compounds called inactive have numbers as strong as hits
Wnt bcat act – activates Wnt/beta-catenin signaling in a reporter cell assay; activator, plate reader; activation, % at 9.35 µM; 300,000 compounds, 1.2% hits; in the data active = activation above about 30%, passing the limit was not always enough;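 note: 0% = neutral control wells and 100% = positive control wells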
MOR-DOR ag – OPRM1-OPRD1 heterodimerization agonism | P35372+P41143 | cells, luminescence | activation, % at 9.3 µM | AID 504326 | 340,000 compounds, 0.3% hits; in the data active = activation above about 18%;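 note: 0% = vehicle-treated cells and 100% = reference agonist; values of inactives mirror those of a sister screen read the other way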
* hit, by the source's call; x = not tested or not shown. Compounds were not picked by outcome. About 3.1% of those tested had a hit in this group.

SMILES	Arr AP2 block	LANA DNA inh	RTF Ca sens act	Keap1-Nrf2 PPI	MOR-DOR inv ag	V-ATPase pH	Cardiac RTF inh	DSG3 Ab inh	Wnt bcat act	MOR-DOR ag
COc1ccc(NC(=O)c2c(Cl)n(C)c3ccccc23)cc1	-8	0.6	-6	0	11	-1	-10	x	-1	-2.6
CN(C)/C(=N\S(=O)(=O)c1ccc(Cl)cc1)c1ccc(F)cc1	-4	0.2	-4	5	5	-2	2	108	2	-1.1
COc1cc(C2/C(=C(\O)c3ccc4c(c3)OCCO4)C(=O)C(=O)N2c2nnc(C)s2)cc(OC)c1OC (stereo not drawn)	25	-2.0	-1	-1	15	0	-6	98	1	-2.8
CCOC(=O)N=S(=O)(Oc1ccc([N+](=O)[O-])cc1)c1ccc(Cl)cc1 (stereo not drawn)	-1	-1.2	-3	3	-7	-4	0	97	0	1.4
O=C(COC(=O)C1=COCCO1)Nc1c(F)cccc1F	-22	-0.2	2	-3	3	1	-6	107	-2	-0.5
O=[N+]([O-])c1cccc(N/N=C/c2cccc3ccccc23)c1	-8	-0.7	-5	4	-24	0	-1	124	8	4.4
COc1ccc(CN(Cc2nc3ccccc3c(=O)[nH]2)C(=O)C(C)(C)C)cc1	10	0.7	0	3	1	-2	-13	97	-4	-0.2
Cc1ccccc1NS(=O)(=O)c1ccc(C(=O)NCC(c2ccccc2)N(C)C)cc1 (stereo not drawn)	9	-0.9	3	0	-3	2	-6	x	0	0.6
CNC(=O)c1cc(Oc2ccc(NC(=O)Nc3ccc(Cl)c(C(F)(F)F)c3)cc2)ccn1	-12	0.9	-3	3	2	-1	0	104	-11	-0.5
Cc1ccc(C2=CSC3=NCCN23)c(C)c1	4	1.8	0	-4	9	0	-5	97	x	-1.5
Fc1ccccc1-c1nc(-c2cnccc2C(F)(F)F)no1	28	-2.2	5	4	14	1	-14	104	9	-2.7
CCN(Cc1ccncc1)Cc1nc(CC2CC2)no1	-19	0.4	3	-5	12	1	-3	105	-1	-2.3
COC(=O)c1ccccc1NC(=O)CCCN1C(=O)C(c2ccccc2)Oc2cccnc21 (stereo not drawn)	-5	1.5	-2	0	10	-1	-5	101	-1	-1.9
Cc1c(C(=O)Nc2ccccc2)c2ccc(C(F)(F)F)cc2n1O	-20	x	x	x	x	5	x	91	0	x
Cc1csc(C2=C(O)CN(c3ccc4c(c3)OCCOCCOCCOCCO4)C2=N)n1	1	-1.4	1	-1	6	-2	-3	98	-2	-1.1
Cc1ccc(CNC(=O)CSc2c3c(nc4cc(Cl)ccc24)CCCC3)o1	2	-1.2	3	-52	-19	3	-6	x	0	3.2
CC(C)=CCc1c(C)nc2ccccc2c1C(=O)O	22	0.7	-6	-1	6	0	-6	x	1	-1.4
O=C(O)CC1S/C(=N\N=C/c2ccccc2)N(c2ccc(O)cc2)C1=O (stereo not drawn)	-1	1.9	2	-4	8	1	12	98	0	-1.3
CC(=O)N1CCC(=NNc2nc3ccccc3s2)CC1	9	0.0	-8	2	5	1	5	98	27	-0.7
Brc1ccc2c(c1)CNc1c(ncnc1N1CCOCC1)O2	9	-1.7	-2	-3	2	2	5	103	x	-0.4
CC1Cc2ccccc2N1S(=O)(=O)c1cccc(C(=O)N2CCN(c3ncccn3)CC2)c1 (stereo not drawn)	15	0.2	5	-2	-9	3	-6	102	-3	1.8
COC(=O)[C@@H]1CCCN1C(=O)CCc1nnc(CCc2c[nH]c3ccccc23)o1	-14	0.2	9	0	5	1	-8	101	0	-1.0
CC(C)(C)c1ccc(OCC(=O)Nc2ccncc2)c(Br)c1	33	0.0	1	1	-20	1	-2	115	-2	3.8
Cc1ccc(CNC(=O)C2CCC(=O)N(CCc3ccccc3)C2)s1 (stereo not drawn)	-9	-1.9	-1	-2	16	-1	-2	125	11	-3.2
CN(C)S(=O)(=O)c1cccc(CSCc2cccc(S(=O)(=O)N(C)C)c2)c1	7	0.3	2	5	3	-8	-7	103	-5	-0.8
O=C(CSc1nnnn1C1CC1)Nc1cccc(S(=O)(=O)N2CCCC2)c1	-8	-4.6	0	3	-2	-3	-3	100	-2	0.4
Fc1ccc(-c2csc(N3CCC(c4ccccc4)C3)n2)cc1 (stereo not drawn)	13	-0.2	4	-2	-12	-4	8	108	4	2.3
CC(=O)Nc1ccc(C2CC(c3ccc(Cl)cc3)=NN2c2ccccc2)cc1 (stereo not drawn)	-9	-0.8	-7	1	6	-2	8	88	8	-1.2
Cc1ccccc1-c1cccc([C@@H]2C[C@H]3[C@H](CON3C)CN2C)c1	12	0.7	2	1	5	3	-1	103	0	-1.1
CCOc1ccc(N(CC(=O)NCCc2ccc(F)cc2)S(=O)(=O)c2ccccc2)cc1	-15	-0.3	-3	2	7	2	1	102	1	-1.0
C=C(C)Cn1c(CCNC(=O)C(C)(C)C)nc2ccccc21	8	0.0	8	-7	5	-6	-1	103	x	-0.8
Cc1ccccc1C(=O)N/N=C/c1ccc(Sc2ccccn2)o1	0	-1.4	3	-4	12	-5	9	92	-3	-1.9
O=C(Cn1c(-c2cscn2)nc2ccccc21)Nc1ccc(Cl)cc1	6	-0.9	-1	-3	x	-2	-11	116	x	x
Cc1sc2ncnc(N3CCN(S(=O)(=O)c4ccccc4)CC3)c2c1C	-1	0.0	1	-3	7	2	-2	96	x	-1.9
COc1ccc(CCNc2ncnc3sc(C)cc23)cc1OC	-6	1.3	-6	3	-13	3	0	86	-1	2.7
CCOC(=O)c1c(C)oc(C)c(C(=O)OCC)c1=O	11	2.1	-6	-1	3	-2	-6	91	0	-0.6
O=C1CCCC2=C1C1(CCCCC1)N=C(Nc1nc3ccccc3o1)N2	31	0.1	0	1	7	1	-3	x	5	-1.2
COc1ccc(C)cc1NC(=O)c1ccc(CN2CCN(c3ccccc3)CC2)cc1	-2	2.4	-6	-1	-1	3	2	101	x	0.2
CCCc1cc(=O)oc2c(CN3CCCC3)c(O)ccc12	11	0.0	8	-3	10	0	2	75	x	-1.8
O=S(=O)(NCc1cccnc1)c1ccc(Cl)c(Cl)c1	3	0.1	0	-1	10	-1	-8	101	x	-1.8
CC(=O)Nc1ccc(CN2CCc3c([nH]c4ccccc34)C2C(C)(C)C)cc1 (stereo not drawn)	-14	-1.6	7	-5	7	-5	-6	95	-1	-1.4
CC1CCCC(NC(=O)COC(=O)c2ccc(N(C)C)cc2)C1C (stereo not drawn)	-6	-0.3	-2	3	0	7	-11	96	x	0.0
O=C(Nc1c2c(nn1-c1ccccc1)CS(=O)C2)c1ccc(Br)o1 (stereo not drawn)	6	-0.7	-3	1	9	4	4	x	0	-1.6
Cc1ccc(S(=O)(=O)N2CCC(C(=O)N/N=C/c3ccccc3[N+](=O)[O-])CC2)cc1	1	0.2	4	-1	12	-2	7	100	x	-2.4
O=C(CCNS(=O)(=O)c1ccc(Cl)cc1)N1CCN(Cc2ccccc2)CC1	-5	1.4	-2	-3	-1	1	-4	124	-3	0.2
Cc1ccc(CNC(=O)CCCc2ccccc2)cc1	20	-1.1	6	3	8	3	5	100	2	-1.6
CC[C@]12c3[nH]c4ccccc4c3CCN1C(=O)C(CC(=O)NCCCn1ccnc1)C[C@@H]2C(=O)N1CCN(C(=O)C2CC2)CC1 (stereo partly drawn)	6	0.7	-3	4	12	-1	4	113	-2	-2.6
CNC(=S)N1C2CCCC1CC(NC(=O)c1ccc(C)cc1)C2 (stereo not drawn)	10	-3.4	0	1	6	-3	-2	113	1	-1.0
CC(=O)c1ccc(S(=O)(=O)NCCC(=O)OCC(=O)N(Cc2ccccc2)C(C)(C)C)cc1	14	-1.3	-3	-1	0	0	-9	x	-4	0.0
CC(NC(=O)COC(=O)c1cc(Cl)ccc1O)C1CC2CCC1C2 (stereo not drawn)	-7	-1.0	-6	3	-2	3	2	x	4	0.6
Cn1nc(C(C)(C)C)c(NC(=O)c2sccc2Cl)c1C(C)(C)C	-16	1.3	5	3	9	0	-4	x	3	-1.9
NC(=O)CC(NC(=O)c1ccc(Cl)cc1)C(=O)NCCc1ccc(S(N)(=O)=O)cc1 (stereo not drawn)	11	-0.8	-3	-3	6	-1	0	109	2	-0.7
O=C(O)[C@@H]1CCCN1C(=O)c1ccccc1N1C(=O)[C@@H]2Cc3c([nH]c4ccccc34)C(c3cccc(Cl)c3)N2C1=O (stereo partly drawn)	17	1.4	9	-4	-4	2	-8	162	-1	0.8
COC(=O)c1c(C)[nH]c(C)c1-c1ccc([N+](=O)[O-])cc1	15	-1.5	10	-3	5	12	-1	98	3	-0.9
CCNc1nc(NCC)n2c(SCC(=O)Nc3ccc(OC(F)F)cc3)nnc2n1	28	0.7	-3	5	-3	1	-30	96	-1	0.5
CC(=O)Nc1ccc(S(=O)(=O)NCCC(=O)NCCOc2ccccc2)cc1	-18	-1.9	-8	-5	14	2	-1	108	-1	-3.5
COc1cccc(C(=O)Nc2nnc(-c3cccs3)o2)c1	31	2.3	2	3	3	6	-17	102	4	-0.5
Oc1ccc(Br)cc1/C=N/n1c(COc2ccccc2)n[nH]c1=S	7	-0.2	-1	-3	11	1	3	94	4	-2.4
Clc1cccc(OCCN2CCCC2)c1	14	0.4	-3	-7	2	6	-14	103	-2	-0.5
O=S(=O)(Nc1ccncc1)c1ccccc1	6	1.0	5	-2	2	2	-11	116	-7	-0.3
Carrying on.
SMILES	Arr AP2 block	LANA DNA inh	RTF Ca sens act	Keap1-Nrf2 PPI	MOR-DOR inv ag	V-ATPase pH	Cardiac RTF inh	DSG3 Ab inh	Wnt bcat act	MOR-DOR ag
COCCn1c(N)c(N(Cc2ccccc2)C(=O)c2oc3ccccc3c2C)c(=O)[nH]c1=O	19	3.1	8	-7	-16	7	1	105	-2	3.3
Nc1nnc(-c2ccc(F)cc2)s1	2	-1.5	5	0	-13	4	0	101	x	2.3
CCC(=O)Nc1nc(-c2ccc3c(c2)OCCO3)cs1	3	-1.8	7	-4	12	1	-3	102	13	-2.3
Cc1cccnc1CCNCc1c(C(=O)N2C[C@@H](C)O[C@@H](C)C2)nc2ccc(Cl)cn12	4	-0.4	-2	6	5	-1	0	x	1	-1.0
O=Cc1ccc(-n2cncn2)cc1	0	-0.7	0	0	-2	6	-9	102	-7	0.4
O=C(O)c1ccc2c(c1)C(=O)N(Cc1ccco1)C2=O	2	5.4	0	-6	17	3	-9	123	-3	-3.5
COC(=O)c1cnn(-c2nc(-c3ccccc3)cs2)c1N	26	2.8	0	-4	-18	-1	1	97	12	3.8

Already shown: an excerpt of the list.
SMILES	Arr AP2 block	LANA DNA inh	RTF Ca sens act	Keap1-Nrf2 PPI	MOR-DOR inv ag	V-ATPase pH	Cardiac RTF inh	DSG3 Ab inh	Wnt bcat act	MOR-DOR ag
Cc1cccnc1CCNCc1c(C(=O)N2C[C@@H](C)O[C@@H](C)C2)nc2ccc(Cl)cn12	4	-0.4	-2	6	5	-1	0	x	1	-1.0
O=Cc1ccc(-n2cncn2)cc1	0	-0.7	0	0	-2	6	-9	102	-7	0.4
